Source: PubChem BioAssay
PREPL inhibitor: PREPL enzyme inhibitors, primary screen, biochemical, fluorescence polarization; Prolyl endopeptidase-like (Homo sapiens), Q4J6C6; recombinant PREPL, fluorescence polarization activity-based probe; inhibition, % at 5.96 µM; 320,000 compounds, 0.68% hits; AID 2751, 2010; in the data active means inhibition above about 43%;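 further: 0% = enzyme with DMSO and 100% = wells lacking enzyme; many of its hits are not listed in these tables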
PAFAH1B2 FP inh: PAFAH1B2 enzyme inhibitors, primary screen, biochemical, fluorescence polarization, human; Platelet-activating factor acetylhydrolase IB subunit alpha2 (Homo sapiens), P68402; inhibition, % at 3.39 µM; 340,000 compounds, 1.2% hits; recombinant PAFAH1B2, FP-rhodamine activity probe;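 active means inhibition above the mean of all tested compounds plus 3 SD, cut at about 24% in these data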;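 further: 0% = enzyme with DMSO and 100% = wells lacking PAFAH1B2; many of its hits are not listed in these tables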
Target sequence (P68402 whole entry, looked up): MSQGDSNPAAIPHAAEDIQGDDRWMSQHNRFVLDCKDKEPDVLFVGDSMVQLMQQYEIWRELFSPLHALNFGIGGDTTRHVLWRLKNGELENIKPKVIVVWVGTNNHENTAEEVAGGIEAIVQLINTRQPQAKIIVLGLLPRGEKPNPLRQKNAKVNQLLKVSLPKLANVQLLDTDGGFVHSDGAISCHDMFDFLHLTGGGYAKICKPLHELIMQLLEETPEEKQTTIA
EBNA-1 inhibitor: EBNA-1 DNA-binding inhibitors, primary screen, biochemical, fluorescence polarization; inhibition, % at 14.8 µM; 300,000 compounds, 0.34% hits; AID 1950, 2009; in the data active means inhibition above about 28%
ZTA counter: counter-screen for EBNA-1 inhibitors: inhibitors of Epstein-Barr virus ZTA. P03206. ZTA-DNA binding, fluorescence polarization. inhibition, % at 11 µM. 320,000 compounds, 0.15% hits; in the data active means inhibition above about 33%
Target sequence (P03206 whole entry, looked up): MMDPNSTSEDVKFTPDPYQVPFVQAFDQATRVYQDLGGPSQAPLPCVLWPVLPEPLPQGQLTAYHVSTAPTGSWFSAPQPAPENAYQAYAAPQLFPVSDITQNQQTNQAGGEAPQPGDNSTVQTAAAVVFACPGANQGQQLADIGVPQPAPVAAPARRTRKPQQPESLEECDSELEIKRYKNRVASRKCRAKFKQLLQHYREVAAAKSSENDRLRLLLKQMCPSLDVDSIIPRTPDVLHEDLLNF
PAFAH2 inh: PAFAH2 enzyme inhibitors, primary screen, biochemical, fluorescence polarization, human; Platelet-activating factor acetylhydrolase 2, cytoplasmic (Homo sapiens), Q99487; recombinant PAFAH2, FP-rhodamine activity probe; inhibition, % at 3.39 µM; 340,000 compounds, 0.99% hits; AID 492956, 2010;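 active means inhibition above the mean over all tested compounds plus 3 SD, cut at about 30% in these data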;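 further: inhibitors block probe labeling of enzyme so polarization drops; 0% = enzyme with DMSO and 100% = wells lacking PAFAH2 protein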
pPAFAH FP inh: pPAFAH enzyme inhibitors, primary screen, biochemical, fluorescence polarization, human; recombinant pPAFAH, FP-rhodamine probe fluorescence polarization; inhibition, % at 3.39 µM; 330,000 compounds, 1.5% hits;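 active means inhibition above the mean inhibition across the screen plus 3 SD, cut at about 25% in these data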;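 further: inhibitors block binding of the rhodamine activity-based probe so polarization drops; 0% = enzyme with DMSO and 100% = wells lacking pPAFAH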
PAFAH1B3 inh: PAFAH1B3 enzyme inhibitors, primary screen, biochemical, fluorescence polarization, human | Platelet-activating factor acetylhydrolase IB subunit alpha1 (Homo sapiens), Q15102 | inhibition, % at 3.39 µM | 340,000 compounds, 0.28% hits | recombinant PAFAH1B3, FP-rhodamine probe | AID 492972, 2010;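 active means inhibition above the screen-wide average of all tested compounds plus 3 SD, cut at about 25% in these data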;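 further: 0% = enzyme with DMSO only and 100% = wells lacking PAFAH1B3 protein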
Target sequence (Q15102 whole entry, looked up): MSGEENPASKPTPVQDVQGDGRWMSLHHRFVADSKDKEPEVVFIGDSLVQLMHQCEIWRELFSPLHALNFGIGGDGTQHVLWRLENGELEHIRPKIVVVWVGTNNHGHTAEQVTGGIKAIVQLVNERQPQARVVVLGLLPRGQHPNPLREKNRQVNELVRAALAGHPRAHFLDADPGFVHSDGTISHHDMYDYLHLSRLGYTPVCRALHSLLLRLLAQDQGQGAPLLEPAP
LYPLA1 counter: LYPLA1 inhibitors, primary screen, counter-screen for PME1 inhibitor project, biochemical, fluorescence polarization, FP-Rh probe ABPP | Acyl-protein thioesterase 1 (Homo sapiens), O75608 | recombinant LYPLA1 | inhibition, % at 5.9 µM | 320,000 compounds, 0.16% hits | AID 2174, 2009;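 active means inhibition above the mean of all tested compounds plus 3 SD, set per campaign, cut at about 14% in these data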;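 further: inhibitors block serine hydrolase probe labeling of LYPLA1 so polarization falls; 0% = enzyme with DMSO and 100% = wells lacking LYPLA1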
Target sequence (O75608 whole entry, looked up): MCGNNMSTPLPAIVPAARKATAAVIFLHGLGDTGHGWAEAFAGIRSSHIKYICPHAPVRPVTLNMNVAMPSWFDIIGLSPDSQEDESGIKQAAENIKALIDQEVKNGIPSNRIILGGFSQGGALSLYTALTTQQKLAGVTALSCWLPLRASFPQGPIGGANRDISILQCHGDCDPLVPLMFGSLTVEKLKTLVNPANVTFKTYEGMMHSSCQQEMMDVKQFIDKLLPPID
LYPLA2 counter: LYPLA2 inhibitors, primary screen, counter-screen for PME1 inhibitor project, biochemical, fluorescence polarization, FP-Rh probe ABPP. Acyl-protein thioesterase 2 (Homo sapiens), O95372. AID 2177, 2009. recombinant LYPLA2. inhibition, % at 5.9 µM. 320,000 compounds, 0.38% hits;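 active means inhibition above the screen-wide mean plus 3 SD, limit set per campaign, cut at about 26% in these data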;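 further: 0% = LYPLA2 with DMSO and 100% = wells lacking LYPLA2 enzyme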
Numbers without * were called inactive; x = no result given.

SMILES	PREPL inhibitor	PAFAH1B2 FP inh	EBNA-1 inhibitor	ZTA counter	PAFAH2 inh	pPAFAH FP inh	PAFAH1B3 inh	LYPLA1 counter	LYPLA2 counter
CC12CCC(=O)N1C(C(=O)O)Cc1c2[nH]c2ccccc12 (stereo not given)	10.6	2.1	-15.6	0.3	-2.7	-1.4	-3.8	-0.3	1.6
CN(C)S(=O)(=O)c1ccc(C(=O)NCCC(=O)N2CCCC2)cc1	14.8	2.2	-14.1	0.3	0.0	-4.3	0.9	1.2	2.1
Cc1ccc2c(=O)c(C(=O)NCc3cccs3)c[nH]c2c1	73.8*	0.0	0.5	4.1	4.0	3.3	5.4	0.7	5.1
COc1cc(/C=C2\SC(=S)N(CC(=O)O)C2=O)ccc1OS(=O)(=O)c1ccc(C)cc1	10.6	34.9*	-9.1	6.4	8.4	-2.5	21.2	2.5	-0.1
O=c1[nH]ncc(N/N=C\c2ccc(O)cc2O)c1Cl	11.2	-0.8	4.8	-10.7	9.0	5.7	0.9	0.1	-3.9
Cc1ccc(-n2nc3c(N4CCC(C(=O)N5CCN(C)CC5)CC4)nnc(C)c3c2C)cc1	38.7	2.3	-19.8	-0.5	11.1	-1.6	10.3	4.8	17.6
CCc1ccc(Nc2nnc(SCC(=O)c3c(N)n(C4CC4)c(=O)[nH]c3=O)s2)cc1	12.8	8.6	x	12.4	-8.7	-5.6	-0.2	-13.4	-12.3
O=C(c1oc(=O)c2ccccc2c1-c1ccccc1)N1CCC(O)CC1	4.3	0.4	8.7	-3.7	-10.2	-5.6	3.0	0.4	-0.1
COc1ccccc1S(=O)(=O)Cc1ccc(C(=O)NCc2cccs2)o1	-0.1	5.4	-9.5	-9.2	-3.3	-3.4	2.3	-2.1	-2.8
COc1ccc(CCNC(=O)Cn2c(=O)[nH]c3ccsc3c2=O)cc1OC	0.7	-0.6	9.9	-0.2	-1.4	2.2	-1.9	-0.7	-2.1
COc1cccc2sc(N(CCCN(C)C)C(=O)c3ccc(S(=O)(=O)N4CCc5ccccc5C4)cc3)nc12	-33.5	-9.3	-0.8	12.5	8.3	3.3	-7.7	-4.6	4.6
C=CCNC(=S)N1CCc2[nH]c3ccccc3c2C1	-3.1	x	-5.1	8.3	x	0.9	x	-4.6	-3.3
COc1ccc(N2CCN(C(=O)CSc3nc4nc(C)cc(C)n4n3)CC2)cc1	40.5	3.2	x	-4.4	-6.0	0.5	9.4	5.5	12.0
O=C1c2ccccc2C(=O)N1c1n[nH]c(CCc2ccccc2)n1	-1.1	2.3	1.0	-8.2	2.7	5.5	2.6	0.4	-1.4
O=C(NCc1ccccc1)NC(=O)c1ccncc1	4.2	6.1	9.2	9.2	-5.3	7.6	2.0	-2.3	3.4
O=C(CCC(=O)Nc1ccccc1)N/N=C/c1ccccc1F	-2.1	3.6	-4.8	1.4	3.0	0.6	0.7	-0.9	0.1
CC1CCCN(S(=O)(=O)c2ccc(C(=O)Nc3nnc(C4CC4)o3)cc2)C1 (stereo not given)	5.2	3.2	5.8	1.0	-2.1	2.4	2.2	0.7	1.4
CSc1ccc(-c2ccco2)nn1	-2.5	3.5	4.8	9.6	4.5	4.0	1.5	3.3	6.0
COc1ccc(/C=C/c2ccc3c(Br)ccc(O)c3n2)cc1	14.8	1.4	2.9	-10.9	3.9	10.7	0.1	-1.9	-3.6
Cn1cc(/C=C/c2nc3ccccc3c(=O)n2-c2cccc([N+](=O)[O-])c2)c2ccccc21	12.4	4.5	10.3	-14.7	-7.4	3.4	17.1	-4.8	-2.7
O=C(O)CCCN1C(=O)/C(=C\c2ccc(-c3nc4ccccc4s3)o2)SC1=S	5.8	13.1	-6.3	-9.1	40.5*	30.5*	24.6	2.3	9.1
Cn1c2c(c(=O)n(C)c1=O)C(C(F)(F)F)(C(F)(F)F)N=C(C1CCCCC1)N2	-5.5	3.9	2.3	-1.0	6.5	1.4	5.3	-1.8	-5.6
COc1ccc(S(=O)(=O)NCCCN2CCCC2=O)c(OC)c1	-2.2	-0.7	1.2	2.4	5.9	5.3	14.2	0.9	4.2
O=C(Cn1c(-c2ccco2)nc2ccccc21)N1CCCCC1	6.0	6.7	-10.7	10.9	0.3	-3.3	-2.0	-2.1	-1.1
Cn1c(=O)cc(-c2ccccc2)c2ccccc21	9.0	0.2	-9.8	2.0	-4.0	-5.5	1.8	-0.3	4.2
COc1ccc(CCN(C)C(=O)c2ccc3c(=O)n4c(nc3c2)CCCCC4)cc1OC	10.1	5.7	x	x	4.6	2.7	2.6	x	x
COc1cc(C(=O)Nc2ccc(S(=O)(=O)N3CCc4ccccc43)cc2)cc(OC)c1OC	-5.5	-10.3	-11.9	-6.4	-45.1	-20.0	-30.5	-45.7	-78.5
O=C(NCc1ccccc1Cl)c1cccc(OC2CCN(C(=O)C3CC3)CC2)c1	13.0	5.7	6.7	9.3	4.1	0.4	12.2	-0.8	2.7
CCOc1ccc(N(CC(=O)N2CCN(c3ccc(F)cc3)CC2)S(=O)(=O)c2c(C)noc2C)cc1	-61.0	2.9	-4.9	3.0	-8.1	-5.0	5.0	-0.4	2.5
COc1ccc(/C=C\C(=O)c2c(O)ccc3c(C)cc(=O)oc23)cc1	1.2	-1.9	0.6	4.7	4.5	2.6	1.0	1.6	-2.4
CN(C)CCNC(=O)c1ccc(COCC(F)(F)F)cc1	-0.2	2.1	11.2	15.6	-0.4	6.6	-3.8	-2.5	-2.4
O=C(COC(=O)c1ccccc1O)Nc1cc(S(=O)(=O)N2CCCCCC2)ccc1Cl	12.3	2.3	x	4.3	2.1	6.0	3.0	-3.0	0.6
Cc1ccc(Cl)cc1N1CCN(Cc2nc3ccsc3c(=O)[nH]2)CC1	14.4	-2.6	4.8	9.0	-1.3	2.7	-6.6	-0.2	-2.5
CC(=O)c1cc(Cl)ccc1OCC(=O)Nc1cccc(S(=O)(=O)N2CCCC2)c1	1.6	-1.6	x	0.7	-11.1	0.3	4.6	-14.4	-15.7
COC(=O)NNC(=O)COc1ccccc1C	-0.2	-0.1	0.7	3.2	-0.9	6.7	1.2	2.7	3.5
Cc1cccc(N2CCN(C(=O)c3ccc(NC4=NC5CS(=O)(=O)CC5S4)cc3)CC2C)c1 (stereo not given)	3.4	6.2	7.3	-0.6	12.6	2.0	4.1	2.5	-3.0
CC(C)COC(=O)Cn1cnc2ccc(Br)cc2c1=O	7.8	-2.2	3.7	1.8	-4.2	-0.1	-6.2	0.9	-9.0
CC(C)OCCCNC(=O)c1ccccc1Oc1ccccc1	11.1	0.4	-6.4	-3.9	-4.0	-0.9	-0.3	-2.2	5.6
CCCN1C(=O)c2ccc(C(=O)NC3CCCCC3)cc2C1=O	2.9	-0.8	-0.5	32.3	-1.0	-6.0	-5.5	0.1	0.2
O=C(COC(=O)c1c2c(nc3ccccc13)CCN(Cc1ccccc1)C2)Nc1c(F)cccc1F	15.5	-2.5	2.6	-5.2	-4.3	-1.4	9.3	-3.9	-0.6
CCCCOC(=O)c1cccc(NC(=O)CCC(=O)O)c1	2.9	3.2	3.4	2.5	-3.3	3.1	2.1	1.2	2.5
O=S(=O)(/C=C/c1ccccc1)N1CCN(c2nc(-c3cccnc3)nc3ccccc23)CC1	-61.0	x	-4.0	8.4	x	-0.2	x	-7.2	-20.4
CCOC(=O)[C@H]1[C@H]2COc3ccc(Br)cc3[C@@H]2N2C(=O)CN(Cc3ccc(OC)cc3)C(=O)[C@@]12C	20.9	-2.6	x	2.8	1.3	-2.3	-8.1	4.0	-4.5
CS(=O)(=O)Nc1nc2n(n1)C(c1ccccc1)C=C(c1ccc(Br)cc1)N2 (stereo not given)	6.9	9.2	5.2	-4.3	5.6	10.4	8.4	-4.2	7.2
CN1C(=O)C(C)(C)c2cc(S(=O)(=O)N3CCCC(C(=O)NCc4ccc(Cl)cc4)C3)ccc21 (stereo not given)	7.2	6.6	2.6	-14.5	5.2	3.6	10.8	3.0	2.0
COc1cc(C(=O)OCC(=O)Nc2nnc(-c3ccccc3)o2)cc(OC)c1OC	9.5	4.1	-11.2	-8.5	1.5	0.7	9.1	4.3	1.6
Cc1ccc(-n2cc(CNCCCN3CCCC3=O)c(-c3ccc(F)cc3)n2)cc1	-16.0	3.9	-16.8	7.4	2.4	-1.2	-1.7	0.8	3.6
CCC(CC)NC(=O)Cc1ccccc1OC	2.6	3.9	5.8	-16.1	7.9	6.5	-0.9	-3.0	3.8
COc1ccccc1[N+](=O)[O-]	4.5	0.3	x	-0.5	8.3	5.6	-0.5	1.1	-3.3
CC(C)=CCC[C@](C)(OC1OC(COC2OCC(O)C(O)C2O)C(O)C(O)C1O)C1CC[C@]2(C)C1C(O)CC1[C@@]3(C)CCC(O[C@@H]4O[C@H](CO)C(O)C(O)C4O[C@@H]4OC(CO)C(O)C(O)C4O)C(C)(C)C3CC[C@]12C (stereo not given in full)	15.5	-0.4	x	x	6.8	0.2	6.8	x	x
C/C(=N\NC(=O)C(=O)Nc1cccc(Cl)c1C)c1ccncc1	3.9	0.9	-5.7	-4.6	-1.2	-0.9	2.8	1.2	-5.0
Cc1cc2c(c(SCC(=O)Nc3ccc(C)c(C)c3)n1)C(=O)OC2	18.2	4.8	10.0	-4.1	6.8	-1.7	9.8	3.2	3.1
CC(=O)N1CCN(S(=O)(=O)c2cccc(C(=O)OCN3C(=O)c4ccccc4C3=O)c2)CC1	-5.2	4.5	13.4	13.3	17.3	1.1	13.8	0.3	2.1
COCCN(C(=O)CNC(=O)c1ccco1)C(C(=O)NC1CCCC1)c1ccccc1F (stereo not given)	-0.7	6.4	3.3	-23.7	1.9	1.2	2.0	1.6	-2.3
Cn1cc(S(=O)(=O)Nc2ccc(OC(F)(F)F)cc2)c(=O)n(C)c1=O	3.9	24.0	2.8	0.6	-2.1	6.6	-1.5	3.7	-2.3
Cc1cc(C)n(/N=C/c2c[nH]c3ccccc23)c(=O)c1	-2.1	-1.4	11.2	-17.6	0.6	6.1	6.2	3.1	5.4
COc1ccc(CNC(=O)C2Cc3ccccc3CN2C(=O)c2ccco2)cc1 (stereo not given)	-4.3	6.3	5.5	-1.8	-1.7	4.6	10.7	-0.3	2.0
Cc1ccc(-c2cc(=O)c3cc(F)ccc3[nH]2)cc1	-6.4	2.8	3.4	-8.6	-13.7	0.0	8.0	0.0	3.2
CCCc1cc(C(=O)N2CCN(c3ccccc3C)CC2)cs1	11.6	6.0	12.5	4.1	3.5	13.5	5.2	-3.5	-2.9

Entries listed above marked active in PAFAH1B2 FP inh.
Molecule,PREPL inhibitor,PAFAH1B2 FP inh,EBNA-1 inhibitor,PAFAH2 inh,pPAFAH FP inh,PAFAH1B3 inh
COc1cc(/C=C2\SC(=S)N(CC(=O)O)C2=O)ccc1OS(=O)(=O)c1ccc(C)cc1,10.6,34.9*,-9.1,8.4,-2.5,21.2

Not all compounds are listed; count on the stated rates, not on these rows.
